# P. falciparum M1AAP: P. falciparum M1AAP inhibitors, biochemical, fluorogenic H-Leu-NHMec substrate, 1536-well (AID 1445). Aminopeptidase N (Plasmodium falciparum (isolate 3D7)). recombinant M1AAP, H-Leu-NHMec fluorogenic kinetic assay; higher % means a stronger effect. inhibition, % at 30 µM, or IC50 in µM where a hit was titrated. actives 0.42% (n = 220,000);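 active means primary inhibition above the hit cutoff, then over 50% inhibition at one or more dose response concentrations, cut at about 23% in these data, passing the limit was not always enough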;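 further: plate controls were DMSO full reaction for no effect and no enzyme background for full effect; strong numbers were not always called active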
# Siah-1 displacement: Siah-1 peptide-binding antagonists, primary screen, biochemical, fluorescence polarization, rhodamine-plectin, uHTS (AID 1817); E3 ubiquitin-protein ligase SIAH1 (Homo sapiens); Siah-1 / rhodamine-plectin peptide fluorescence polarization; higher % means a stronger effect; displacement, % at 20 µM; hits with a dose series show IC50 in µM; actives 0.02% (n = 290,000);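 active means displacement of at least 50% at 20 µM, with a fluorescence ratio check between 0.3 and a set limit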;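 further: plate controls were Siah plus tracer with DMSO for no effect and tracer alone without Siah for full effect; strong numbers were not always called active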
# P. falciparum M17LAP: P. falciparum M17LAP inhibitors, primary screen, biochemical, fluorogenic H-Leu-NHMec substrate, 1536-well (AID 1619). Leucine aminopeptidase (Plasmodium falciparum (isolate 3D7)). recombinant M17LAP, H-Leu-NHMec fluorogenic kinetic assay; higher % means a stronger effect. inhibition, % at 30 µM; hits with a dose series show IC50 in µM. actives 0.38% (n = 220,000);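 active means compound inhibiting the enzyme by more than half at any dose during confirmatory dose-response retesting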;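 further: plate controls were full reaction with DMSO carrier for no effect and no enzyme background for full effect; strong numbers were not always called active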
# LYP phosphatase: inhibitors of LYP phosphatase, biochemical, fluorescence intensity, uHTS (AID 1779); actives 0.054% (n = 290,000); recombinant LYP phosphatase, fluorescence intensity; higher % means a stronger effect; inhibition, % at 11.5 µM; hits with a dose series show IC50 in µM; Tyrosine-protein phosphatase non-receptor type 22 (Homo sapiens);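 further: plate controls were vehicle with enzyme for no effect and no enzyme for full effect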
# human PMI inhibitors: human PMI inhibitors, high substrate, primary screen, biochemical, fluorescence intensity, high mannose 6-phosphate (AID 1220); Mannose-6-phosphate isomerase (Homo sapiens); recombinant PMI enzyme, coupled fluorescence intensity; higher % means a stronger effect; inhibition, % at 20 µM, or IC50 in µM where a hit was titrated; actives 0.66% (n = 190,000)
# AID2073: inhibitors of Mint1-CaV2.2 protein interaction, biochemical, HTRF (AID 2073) | Voltage-dependent N-type calcium channel subunit alpha-1B (Homo sapiens) | HTRF protein-protein interaction, Mint1-CaV2.2; higher % means a stronger effect | inhibition, % at 20 µM, or IC50 in µM where a hit was titrated | actives 0.19% (n = 290,000); in the data active means inhibition mostly above about 51%, no sharp cut-off; further: some results filed as inactive read as strong as hits
# XIAP displacement: XIAP antagonists, biochemical, IAP family, fluorescence polarization (AID 1018); E3 ubiquitin-protein ligase XIAP (Homo sapiens); displacement, % at 20 µM, or IC50 in µM where a hit was titrated; XIAP BIR domain, fluorescence polarization peptide displacement; higher % means a stronger effect; actives 0.007% (n = 200,000); in the data active means displacement above about 50%; further: a part of the inactive calls stands beside numbers as strong as those of hits
# Dynein transport: inhibitors of GR-EGFP nuclear translocation, primary screen, dynein cargo transport inhibitor project, imaging, high-content, 3617.4 mouse cells | z-score, hits read low | actives 0.47% (n = 220,000) | AID 1381, 2008 | test concentration mostly 20 µM; stimulated with dexamethasone, 1 µM; active compounds read low;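 active means plate z-score of nuclear minus cytoplasmic receptor signal below a set negative limit, without overly bright fluorescence or cell loss, cut at about -3.5 in these data, passing the limit was not always enough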;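 further: z-score of nuclear minus cytoplasmic ring GR-EGFP intensity difference per well; some compounds called inactive have numbers as strong as hits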
#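 Buffer or medium: Induction medium lacking tetracycline, stripped serum | Also added: Dexamethasone agonist, 1.0 µM final, for 30 min | Timing: 48 h induction, 1 h compound, 30 min dex at 37 °C | Detection: Formaldehyde fixation, Hoechst nuclear stain, 10x automated fluorescence imaging | Measure: Nuclear versus cytoplasmic GR-EGFP signal, averaged per well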
# PMI inhibitors: inhibitors of human PMI, primary screen, biochemical, fluorescence intensity, coupled assay (AID 1209); actives 0.42% (n = 190,000); Mannose-6-phosphate isomerase (Homo sapiens); inhibition, % at 20 µM; hits with a dose series show IC50 in µM; purified PMI enzyme, coupled fluorescence intensity; higher % means a stronger effect;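 further: plate controls were DMSO vehicle for no effect and wells lacking substrate for full effect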
# Dynein transport cytoplasmic EGFP: second read-out of Dynein transport, no call of its own (marks repeat the call); z-score; measured here: cytoplasmic GR-EGFP intensity; active compounds read high
# Dynein transport nuclear GR-EGFP: second read-out of Dynein transport, no call of its own (marks repeat the call); z-score; measured here: nuclear GR-EGFP intensity;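 lower value marks the stronger effect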
# Dynein transport cell count: also measured in Dynein transport; calls as there; z-score; measured here: cell count per field
# * = called active by the depositor; / = not tested or not shown. Unless noted, no stated cut-off is given here; in the data, active means inhibition above about 50%; inactive means the rest.
SMILES,P. falciparum M1AAP,Siah-1 displacement,P. falciparum M17LAP,LYP phosphatase,human PMI inhibitors,AID2073,XIAP displacement,Dynein transport,Dynein transport cytoplasmic EGFP,Dynein transport nuclear GR-EGFP,Dynein transport cell count,PMI inhibitors
COc1cc(C(=O)NCc2ccco2)cc(OC)c1OC,0%,0%,-8%,-1%,7%,-4%,-5.9%,-0.12,-0.23,0.23,-0.54,14%
COC(=O)c1ccc(CSc2nc3ccc(C)cc3[nH]2)o1,0%,-4%,1%,-11%,0%,-19%,-5.6%,-0.57,-0.25,0.37,0.24,2%
CN1CCN(c2ccc(Cl)cc2NS(=O)(=O)c2ccccc2Cl)CC1,29%,2%,6%,-6%,-10%,-12%,-1.6%,-0.78,0.36,-0.32,0.97,-8%
COc1ccc(S(=O)(=O)N(C)c2ccc(C(=O)N3CCC(C(N)=O)CC3)cc2)cc1,4%,4%,0%,3%,-1%,1%,-3.2%,0.049,-0.22,0.43,-0.12,2%
CC(C)(C)c1ccc(OC(=O)c2ccccc2)cc1,0%,4%,0%,-6%,/,16%,/,0.46,-0.26,0.17,0.57,/
O=C(CSc1nnc2c(n1)[nH]c1ccccc12)Nc1ccc2c(c1)OCO2,3%,-3%,1%,-2%,-1%,-30%,-6.0%,-0.41,-0.097,0.38,0.7,3%
COC(=O)c1cc(OC)c(OC)cc1NC(=O)c1cnccn1,6%,-1%,0%,0%,13%,-2%,-3.2%,-0.25,-0.26,-0.26,-0.11,17%
Cc1cc(C(=O)CCl)c(C)n1CCc1ccccc1,3%,-1%,26%,-4%,-23%,8%,1.9%,-2,0.45,-1.3,-0.14,-40%
CC1CCCN(Cc2nc(Cc3ccccc3Cl)no2)C1 (stereo unspecified),4%,-1%,-2%,3%,1%,14%,-9.4%,0.73,-0.25,0.15,0.025,3%
COC(OC)c1ccnc(-c2ccc(OC(C)=O)cc2)n1,4%,0%,-11%,-3%,-6%,-12%,-2.0%,-0.39,-0.35,-0.29,0.54,-10%
Cc1ccc(NC(=O)Cn2nc(-c3ccccc3Cl)ccc2=O)c(Br)c1,-4%,2%,-3%,2%,-5%,-13%,-2.0%,0.089,-0.32,0.15,0.14,-2%
Cc1cc(C)nc(NC(=S)Nc2cccc(Cl)c2Cl)c1,6%,1%,0%,-4%,0%,1.3µM*,-3.8%,-0.33,-0.27,0.21,-0.065,6%
Cc1ccccc1-n1c(C)nnc1SCc1cc(=O)oc2ccc3ccccc3c12,6%,-6%,-14%,-6%,-1%,-1%,-5.4%,0.069,-0.13,0.21,-1.4,-9%
O=c1c([N+](=O)[O-])c(NCCN2CCCCCC2)c2ccccc2n1-c1ccccc1,6%,-8%,-9%,4%,0%,2%,-4.8%,1.8,-0.14,0.68,-1.2,6%
COc1ccc(N2C(=O)C(CN3CCCCC3)C2c2ccccc2)cc1 (stereo unspecified),1%,-6%,18%,-13%,-9%,-13%,-7.2%,-1,-0.23,-0.91,0.76,-11%
COc1ccc(C2c3sc(=O)[nH]c3SC3C(=O)N(c4ccccc4)C(=O)C32)cc1 (stereo unspecified),7%,-2%,11%,0%,17%,-15%,0.1%,-0.56,-0.05,0.007,-0.66,20%
CC1(C)Cc2c(c(N3CCOCC3)nc3sc4c(NN)ncnc4c23)CS1,4%,4%,7%,3%,-4%,13%,-3.0%,1.4,-0.2,0.7,-0.074,-11%
CCOC(=O)c1sc2nc(C3CC3)cc(-c3ccc(F)cc3)c2c1N,4%,-1%,-7%,2%,11%,29%,-5.4%,-0.61,-0.071,0.4,-0.69,10%
C=C1CCN(C(C(=O)OC)C(C)C)S(=O)(=O)c2ccccc21 (stereo unspecified),3%,6%,-5%,-6%,/,2%,/,0.18,-0.74,0.11,-0.23,/
Cc1ccc(NC(=O)COC(=O)CSC(=S)N2CCOCC2)cc1C,2%,-4%,-2%,-3%,4%,6%,-5.1%,-0.82,-0.18,-0.0094,-0.47,5%
CCN1C(=O)c2ccccc2Sc2ccc(C(=O)NCCN3CCOCC3)cc21,-4%,-7%,9%,-12%,-5%,-7%,-0.7%,0.68,-0.02,1.2,-1.5,-9%
O=C(Nc1cccs1)Nc1c(F)cc(F)cc1Br,2%,-2%,10%,-2%,6%,16%,-10%,-0.64,-0.32,-0.8,0.88,17%
Cn1cccc1/C=C1\SC(=Nc2ccccc2)NC1=O,9%,-7%,-1%,8%,/,-3%,/,0.78,-0.21,0.35,-1.5,/
CC(C)CC(N)c1cn([C@@H](CCC(=O)O)C(=O)N2CCNCC2)nn1 (stereo partly specified),1%,4%,1%,-4%,-13%,8%,-4.0%,-1.4,-0.19,-0.5,0.71,-6%
O=C(c1cc(S(=O)(=O)N2CCCCC2)ccc1N1CCOCC1)N1CCN(Cc2ccccc2)CC1,-5%,38%,19%,-2%,-5%,8%,-2.9%,3,-0.056,1.9,-2.1,-11%
SMILES,P. falciparum M1AAP,Siah-1 displacement,P. falciparum M17LAP,LYP phosphatase,human PMI inhibitors,AID2073,XIAP displacement,Dynein transport,Dynein transport cytoplasmic EGFP,Dynein transport nuclear GR-EGFP,Dynein transport cell count,PMI inhibitors
O=C(CSc1nnc(-c2ccco2)n1-c1ccccc1)N1CCN(C(=O)c2ccco2)CC1,4%,6%,8%,2%,8%,0%,-1.7%,0.32,-0.3,0.32,0.25,12%
COc1cc(/C=N/NC(=O)C(N)=O)cc(OC)c1O,15%,-1%,23%,5%,0%,-2%,-3.6%,-0.58,-0.38,0.24,1.5,-3%
CCOC(=O)Cn1c(=O)cc(C)c2cccc(C)c21,-1%,2%,-1%,-5%,3%,0%,-0.3%,-0.48,-0.29,-0.29,1,2%
COC(=O)c1[nH]c(C)c(/C(O)=C2\C(=O)C(=O)N(CCN(C)C)C2c2cccs2)c1C (stereo unspecified),1%,7%,1%,-4%,-3%,-6%,-7.4%,-0.039,-0.22,-0.42,0.17,-5%
CCc1c(C)nc(N)n2c(SCC(=O)N3CCCC(C)C3)nnc12 (stereo unspecified),0%,-1%,-10%,-2%,-4%,0%,-0.5%,-0.9,-0.29,-0.73,-0.45,-11%
Nc1ccc(Cl)c(-c2nc3ncccc3o2)c1,3%,-2%,-7%,-6%,3%,14%,-1.3%,-0.37,-0.16,-0.11,0.51,-3%
CC1(C)OCC(COC(=O)Nc2cccnc2)([N+](=O)[O-])CO1,2%,2%,13%,-1%,3%,-6%,-0.4%,-0.46,-0.25,-0.24,1.3,-7%
Cc1nn(-c2ccccc2)c(Cl)c1/C=N\NC(=O)c1cncc(Br)c1,7%,6%,5%,-1%,-2%,10%,-1.9%,-1.2,-0.26,-0.51,0.18,5%
Cc1ccccc1NC(=O)COC(=O)C1(C)CC1(Cl)Cl (stereo unspecified),-5%,-3%,18%,-2%,-6%,34%,-8.8%,2.2,-0.19,1.4,-1.4,-12%
Cc1ccc(NC(=O)CSc2n[nH]c(-c3ccco3)n2)c(C)c1,0%,2%,45%,4%,-1%,-5%,-4.8%,0.28,-0.05,0.47,-1.8,-4%
O=c1[nH]c(Cc2cccs2)nc2scc(-c3ccc(Cl)cc3)c12,6%,-1%,1%,-7%,/,24%,/,-0.13,-0.2,-0.042,0.6,/
Cc1cc(-c2csc(NC(=O)c3ccc(=O)n(C)n3)n2)c(C)n1CC1CCCO1 (stereo unspecified),11%,2%,5%,-2%,4%,4%,-14%,1.7,-0.39,1,-0.013,0%
COC(=O)Cc1ccc(NC(=S)NCc2ccc(F)cc2)cc1,-3%,12%,-6%,-8%,8%,11%,4.0%,-0.098,-0.07,-0.086,-1,16%
O=C(Nc1ccc(S(=O)(=O)N2CCOCC2)cc1)c1ccc(Cl)cc1,-3%,3%,-5%,0%,/,4%,/,-0.42,-0.71,0.11,-0.51,/
Cc1ccccc1NC(=S)NC(NC(=O)c1ccccc1C)C(Cl)(Cl)Cl (stereo unspecified),5%,-1%,-9%,-6%,0%,-43%,-6.0%,0.32,-0.23,-0.12,0.87,6%
CCN1CCC(NC(=O)Nc2ccc(F)cc2F)CC1,-1%,-1%,-1%,-7%,-12%,-11%,-6.8%,-0.22,-0.32,-0.04,1.1,-1%
O=C(NCc1ccco1)c1csc2c1CCCCC2,5%,-1%,-3%,-10%,3%,-3%,-5.2%,1.5,-0.16,1.3,-0.22,8%
O=C(O/N=C1\CCCCC1c1ccc([N+](=O)[O-])cc1[N+](=O)[O-])c1c(F)cccc1F (stereo unspecified),3%,-3%,-21%,4%,28%,-29%,-1.9%,-0.78,-0.23,-0.88,0.77,23%
Cc1ccc(C(=O)/C=C/c2ccc(Br)cc2)o1,4%,3%,-5%,-6%,4%,-2%,-2.8%,-1.5,-0.0019,-0.85,0.94,8%
Cc1ccc(CSCCNC(=O)c2ccccc2)cc1,14%,4%,2%,-4%,6%,2%,-1.4%,1.9,-0.2,0.82,-1.4,5%
O=C(COC(=O)CCc1ccc(S(=O)(=O)N2CCOCC2)cc1)NCc1ccccc1,0%,14%,-2%,-7%,-6%,-5%,-2.2%,0.2,-0.25,-0.0055,0.033,0%
COc1ccc(OCC(=O)Nc2ccc(N3CCN(C(=O)c4ccccc4C)CC3)cc2)cc1,3%,-9%,3%,-4%,-1%,-7%,4.2%,-1.2,-0.3,-0.65,1.1,-9%
CCOC(=O)c1ccc(NC(=S)NC2CC(C)(C)NC(C)(C)C2)cc1,0%,-6%,-6%,-7%,-15%,-11%,-6.3%,0.64,-0.23,0.59,0.96,-12%

# Screening data: PubChem, several laboratories
